Compound activity from PubChem BioAssay.
mHTT-CaM PPI inh – mutant huntingtin-calmodulin interaction inhibitors – biochemical, AlphaScreen, primary screen; P42858; AlphaScreen His-mHTT/GST-CaM binding, luminescence; inhibition, % at 15 µM; 190,000 compounds, 3.6% hits; AID 1671202, 2021;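 also: 0% = both proteins with DMSO and 100% = one protein alone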
Target sequence (P42858 whole entry, looked up, stated change not applied): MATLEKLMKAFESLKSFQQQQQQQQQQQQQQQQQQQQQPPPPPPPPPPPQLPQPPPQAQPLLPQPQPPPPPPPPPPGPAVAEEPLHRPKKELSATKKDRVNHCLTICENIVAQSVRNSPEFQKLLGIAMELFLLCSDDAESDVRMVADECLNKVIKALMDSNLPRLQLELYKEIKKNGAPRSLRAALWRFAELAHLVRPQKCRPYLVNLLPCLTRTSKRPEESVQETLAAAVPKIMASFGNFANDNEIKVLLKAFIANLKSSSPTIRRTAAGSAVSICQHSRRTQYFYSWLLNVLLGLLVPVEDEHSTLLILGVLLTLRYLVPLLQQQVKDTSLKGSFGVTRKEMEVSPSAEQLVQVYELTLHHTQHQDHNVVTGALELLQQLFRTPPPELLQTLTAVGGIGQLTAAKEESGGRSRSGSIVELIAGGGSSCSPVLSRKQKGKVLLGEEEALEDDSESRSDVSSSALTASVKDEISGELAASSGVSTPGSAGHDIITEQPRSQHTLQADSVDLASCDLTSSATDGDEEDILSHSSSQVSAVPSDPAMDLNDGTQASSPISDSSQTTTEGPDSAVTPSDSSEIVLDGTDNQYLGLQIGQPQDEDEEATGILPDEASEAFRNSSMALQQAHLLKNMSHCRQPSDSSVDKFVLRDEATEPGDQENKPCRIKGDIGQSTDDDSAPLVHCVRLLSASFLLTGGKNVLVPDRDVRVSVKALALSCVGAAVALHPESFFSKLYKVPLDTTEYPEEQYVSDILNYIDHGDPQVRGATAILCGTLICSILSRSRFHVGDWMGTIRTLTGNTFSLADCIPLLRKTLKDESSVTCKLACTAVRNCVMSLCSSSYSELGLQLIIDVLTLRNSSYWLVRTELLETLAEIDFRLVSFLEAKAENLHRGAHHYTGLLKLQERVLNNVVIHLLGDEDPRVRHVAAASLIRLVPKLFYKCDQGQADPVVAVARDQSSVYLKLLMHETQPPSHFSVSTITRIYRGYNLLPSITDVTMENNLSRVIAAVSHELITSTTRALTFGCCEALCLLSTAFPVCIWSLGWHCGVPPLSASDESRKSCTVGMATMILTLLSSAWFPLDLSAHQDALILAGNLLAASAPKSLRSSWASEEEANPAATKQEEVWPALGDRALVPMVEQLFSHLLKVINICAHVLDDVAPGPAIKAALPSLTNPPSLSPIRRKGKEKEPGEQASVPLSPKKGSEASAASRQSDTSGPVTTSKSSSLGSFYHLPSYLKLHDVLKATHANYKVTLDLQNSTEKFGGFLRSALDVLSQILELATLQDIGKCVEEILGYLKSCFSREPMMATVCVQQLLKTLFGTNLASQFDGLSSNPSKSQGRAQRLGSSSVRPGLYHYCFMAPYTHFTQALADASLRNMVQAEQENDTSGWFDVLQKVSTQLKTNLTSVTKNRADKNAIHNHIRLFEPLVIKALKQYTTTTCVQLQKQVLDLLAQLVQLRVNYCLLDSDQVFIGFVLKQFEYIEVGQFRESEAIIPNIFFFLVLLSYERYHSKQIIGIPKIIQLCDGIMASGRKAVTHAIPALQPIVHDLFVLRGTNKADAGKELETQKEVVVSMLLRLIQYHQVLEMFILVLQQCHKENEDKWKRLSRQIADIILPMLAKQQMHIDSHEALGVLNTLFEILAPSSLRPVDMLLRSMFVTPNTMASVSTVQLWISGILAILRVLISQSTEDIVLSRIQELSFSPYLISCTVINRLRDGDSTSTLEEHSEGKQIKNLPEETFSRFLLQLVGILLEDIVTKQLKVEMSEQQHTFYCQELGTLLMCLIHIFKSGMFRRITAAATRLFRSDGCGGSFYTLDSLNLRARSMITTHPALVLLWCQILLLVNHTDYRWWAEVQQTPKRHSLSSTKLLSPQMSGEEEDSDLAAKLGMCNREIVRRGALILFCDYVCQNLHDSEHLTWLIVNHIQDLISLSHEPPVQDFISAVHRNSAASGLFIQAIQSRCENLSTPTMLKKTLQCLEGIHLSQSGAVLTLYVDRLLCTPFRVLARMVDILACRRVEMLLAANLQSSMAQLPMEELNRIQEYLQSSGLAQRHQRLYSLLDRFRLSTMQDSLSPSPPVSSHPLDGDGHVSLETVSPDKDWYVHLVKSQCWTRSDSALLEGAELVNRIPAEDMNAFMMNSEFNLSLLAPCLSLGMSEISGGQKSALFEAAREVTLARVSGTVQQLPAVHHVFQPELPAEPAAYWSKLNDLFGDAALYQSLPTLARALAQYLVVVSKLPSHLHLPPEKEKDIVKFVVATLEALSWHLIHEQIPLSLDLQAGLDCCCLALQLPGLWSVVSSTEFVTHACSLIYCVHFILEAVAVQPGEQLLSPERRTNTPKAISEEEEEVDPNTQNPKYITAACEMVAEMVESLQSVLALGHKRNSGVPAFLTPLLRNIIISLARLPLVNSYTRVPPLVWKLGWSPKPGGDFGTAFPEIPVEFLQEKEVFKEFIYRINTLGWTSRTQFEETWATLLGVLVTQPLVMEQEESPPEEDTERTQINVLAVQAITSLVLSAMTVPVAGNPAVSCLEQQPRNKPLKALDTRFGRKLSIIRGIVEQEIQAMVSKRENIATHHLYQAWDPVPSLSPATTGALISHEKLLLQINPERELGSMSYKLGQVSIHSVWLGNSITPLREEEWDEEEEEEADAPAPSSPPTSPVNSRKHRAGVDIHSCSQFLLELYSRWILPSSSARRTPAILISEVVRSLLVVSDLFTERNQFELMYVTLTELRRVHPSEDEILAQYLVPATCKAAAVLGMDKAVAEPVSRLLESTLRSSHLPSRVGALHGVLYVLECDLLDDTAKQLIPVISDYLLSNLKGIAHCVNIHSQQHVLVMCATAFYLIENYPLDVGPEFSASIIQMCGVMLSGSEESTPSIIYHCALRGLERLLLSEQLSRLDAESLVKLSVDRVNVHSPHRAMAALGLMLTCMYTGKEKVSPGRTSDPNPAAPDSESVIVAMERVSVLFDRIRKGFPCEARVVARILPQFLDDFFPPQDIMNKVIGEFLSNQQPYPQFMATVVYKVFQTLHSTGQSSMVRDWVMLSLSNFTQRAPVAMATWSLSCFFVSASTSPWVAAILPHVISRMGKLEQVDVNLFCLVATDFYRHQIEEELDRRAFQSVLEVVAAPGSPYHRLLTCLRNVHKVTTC
Pf apPOL block – Pf-apPOL inhibitors, biochemical, fluorescence; Plasmodium falciparum apicoplast DNA polymerase (apPOL); Recombinant Pf-apPOL, molecular beacon fluorescence, 1.5 h; inhibition, % at 10 µM; 210,000 compounds, 0.25% hits; AID 1794808, 2022
Starred values were filed as active, the others as inactive; i = inactive; · = no result given; & = joins results of further samples. Rule as the data show it: active = inhibition above about 50%; inactive = the rest.

nr	SMILES	mHTT-CaM PPI inh	Pf apPOL block
1	CC(C)CN1C(=O)C(CC(=O)N2CCCCC2)Sc2ncccc21 (centres undefined)	-7	3
2	Cc1ccc(C(=O)NCc2ccccc2C)c(C2CCN(C(=O)c3ccoc3)CC2)n1	3	-1
3	CCOC(=O)c1c[nH]c2onc(C)c2c1=O	·	-5
4	CCOc1cc(C2NC(=O)CCC2[N+](=O)[O-])cc(Br)c1OC (centres undefined)	0	-8
5	Cc1ccc(S(=O)(=O)NNC(=O)C23CC4CC(CC(C4)C2)C3)cc1	2	6
6	CC(C)Cc1nn2c(N)c(C=C3C=Nc4ccccc43)c(=O)nc2s1	11	-15
7	COc1ccc(C(=O)N2CCc3cc(OC)c(OC)cc3C2)cc1OC	-3	-5
8	Cc1cc2c(N)cccc2nn1	17	-1
9	Fc1ccc(-c2noc(C3CCCCN3)n2)cc1 (centres undefined)	-4	4
10	Cc1ccnc(NC(c2ccc([N+](=O)[O-])cc2)c2ccc3cccnc3c2O)c1 (centres undefined)	100*	-8
11	COc1ccc(C)cc1NC(=O)c1cc(C(C)C)n2nccc2n1	-16	3
12	CCOc1ccc(-c2nc3s/c(=C\c4ccccc4F)c(=O)n3n2)cc1	2	5
13	COCC1CCCN(C(C)c2ccccc2)C1 (centres undefined)	-11	-1
14	Cc1sc2nc3c4ccccc4c4nncn4n3c(=O)c2c1C	-3	-9
15	CC(=O)N1c2ccc(N=Cc3cc(Br)cc(Br)c3O)cc2CC1C (centres undefined)	6	-6
16	COc1ccc(C2=N/C(=C\c3ccc(Cl)cc3)C(=O)O2)cc1[N+](=O)[O-]	5	-2
17	CCOc1cc(C)c(C)cc1S(=O)(=O)Nc1ccc(Cl)cn1	-8	-2
18	COc1ncccc1CNC(=O)Cc1c(F)cccc1Cl	-5	1
19	Cc1[nH]nc(C(F)(F)F)c1Cl	-10	·
20	CCOc1ccc(CCNC(=O)Cn2nnc(-c3ccccc3F)n2)cc1OCC	5	-2
21	Cc1cc(NC(=O)c2ccc(-c3ccccc3)cc2)no1	-6	-2
22	NC(=O)c1ccccc1NC(=O)Cc1csc(Nc2cccc(C(F)(F)F)c2)n1	-4	0
23	O=C(C1CCCC1)N1CCC(c2noc(-c3ccccc3)n2)CC1	-16	-2
24	Cc1ccc(NC(=O)NCCC2CCN(S(=O)(=O)c3ccc(F)cc3)CC2)cc1C	37	0
25	CCN(C(=O)c1oc2ccc(S(=O)(=O)N3CCOCC3)cc2c1C)c1ccccc1	13	-8
26	COc1ccc(C2CC3(O)CC(C#N)(C(=O)N3)C2(C#N)C#N)cc1 (centres undefined)	2	-2
27	COC(=O)c1ccc2c(=O)n(Cc3ccc(F)cc3)c(N3CCSC3)nc2c1	-19&-31	-2&-5
28	CC(C)Cn1cc(C(N)=O)c2ccccc2c1=O	-4	-5
29	COc1ccc(NC(=O)Nc2ccc(Nc3ccc(C)nn3)cc2)c(OC)c1	13	-12
30	CCCn1c(C2CCN(C(=O)c3ccc(C(F)(F)F)s3)C2)nc2cccnc21 (centres undefined)	30	-3

Gathered by group, those above containing fluorine
nr	SMILES	mHTT-CaM PPI inh	Pf apPOL block
9	Fc1ccc(-c2noc(C3CCCCN3)n2)cc1 (centres undefined)	-4	4
12	CCOc1ccc(-c2nc3s/c(=C\c4ccccc4F)c(=O)n3n2)cc1	2	5
18	COc1ncccc1CNC(=O)Cc1c(F)cccc1Cl	-5	1
19	Cc1[nH]nc(C(F)(F)F)c1Cl	-10	·
20	CCOc1ccc(CCNC(=O)Cn2nnc(-c3ccccc3F)n2)cc1OCC	5	-2
22	NC(=O)c1ccccc1NC(=O)Cc1csc(Nc2cccc(C(F)(F)F)c2)n1	-4	0
24	Cc1ccc(NC(=O)NCCC2CCN(S(=O)(=O)c3ccc(F)cc3)CC2)cc1C	37	0
27	COC(=O)c1ccc2c(=O)n(Cc3ccc(F)cc3)c(N3CCSC3)nc2c1	-19&-31	-2&-5
30	CCCn1c(C2CCN(C(=O)c3ccc(C(F)(F)F)s3)C2)nc2cccnc21 (centres undefined)	30	-3

(cont.)
nr	SMILES	mHTT-CaM PPI inh	Pf apPOL block
31	NNC(=O)COc1cc(Cl)ccc1Cl	-4	-2
32	O=C(Cc1ccccc1)N1CCc2nc3cc(-c4ccccc4)[nH]n3c(=O)c2C1	-7	0
33	COc1cccc(NC(=O)c2ccc(SCCN3CCOCC3)nc2)c1	-6	-4
34	COCCN1CCC(N2CCCN(C(=O)c3ccc(F)c(Cl)c3)CC2)C1=O (centres undefined)	0	6
35	CCOc1ccc(NC(=O)c2cc(SC)ccc2Cl)cc1	-6	-9
36	O=C(NCc1ccccc1C(F)(F)F)C1CCN(c2cc(N3CCOCC3)ncn2)CC1	14	-5
37	CC1CCN(C(=O)c2ccccc2N2CCC(NC(=O)C3CCCCC3)CC2)CC1	10	-12
38	CC(=O)Oc1ccc(NC(=O)CC2Nc3ccccc3NC2=O)cc1 (centres undefined)	8	-2
39	CC1CCCC(NC(=O)c2c[nH]c3ccc(S(=O)(=O)N4CCOCC4)cc3c2=O)C1C (centres undefined)	12	-3
40	O=[N+]([O-])c1ccc(-c2cn3c(n2)SCC3)cc1	18	-13&-7
41	O=C1CCC(=O)N1NC(=O)C12CC3CC(CC(C3)C1)C2	-4	-4
42	CCCCN(C)CCNC(=O)c1cn(C)c(=O)c2c1c1ccccc1n2C	-2	-7
43	CCN(C(=O)c1noc2c1CCCC2)c1cccc(C)c1	-13	1
44	O=C1CC(c2ccc(Cl)cc2)CC2=C1C(c1ccsc1)Nc1ccccc1N2 (centres undefined)	4	-4
45	CN(C)c1ccc(/C=C2/N=C(c3ccccc3Cl)OC2=O)cc1	6	1
46	CCn1cc(S(=O)(=O)CC(=O)Nc2cc(C(F)(F)F)ccc2Cl)c2ccccc21	-2	0
47	Cc1ccc(S(=O)(=O)CCC(=O)Nc2c(F)cccc2F)cc1	0	-6
48	O=C(C(=CC(=O)c1ccco1)c1ccccc1)c1ccccc1	·	-4
49	CC(=O)N1CCC(n2c(C)nc(C(=O)NCCc3ccncc3)c2C)CC1	-4	-7
50	N#Cc1c(-c2ccco2)c(C#N)c2[n+](c1N)C(CI)CS2 (centres undefined)	5	2
51	CCSc1nnc(NC(=O)CSc2nc3[nH]ncc3c(=O)[nH]2)s1	-17	-3
52	CCc1ccccc1N1N=NC2C(=O)N(c3cccc(Cl)c3)C(=O)C21 (centres undefined)	-21	0
53	Cc1cc(S(=O)(=O)Nc2cccn3c(C4CCC4)nnc23)ccc1F	-7	-5
54	COC(=O)Nc1ccc(S(=O)(=O)N2CCCC(C(=O)N(C)c3ccccc3)C2)cc1 (centres undefined)	8	-3
55	CCN(CC)C(=O)Oc1ccc2c(c1)OC(=CC1=Cc3ccccc3OC1C)C2=O (centres undefined)	-56	-9
56	CCOc1ccc(NC(=O)C(C)Sc2nnc(C(c3ccccc3)c3ccccc3)n2C)cc1 (centres undefined)	12	82*
57	CCN1CCN(c2cc(Oc3ccc(F)cc3C)ncn2)CC1	-1	-6
58	COCCN=C1Nc2ccccc2NC12CCCN(C(=O)c1cc(Cl)ccc1OC)C2 (centres undefined)	25	-2
59	O=C1CC(Nc2ccc(CCO)cc2)C(=O)N1c1ccc(F)cc1 (centres undefined)	-4	1
60	Cc1cc(C)c(OCC(=O)Nc2ncc(Cl)cc2Cl)c(C)c1	6	5
61	COCCn1cc(C(=O)NCc2ccc(F)cc2)c2c3ccccc3n(C)c2c1=O	9	1
62	O=c1cc(O)nc(SCc2ccccc2)[nH]1	-5&0	2&-6
63	Cc1ccc(-c2nnc(N3CCC(C(=O)NCCN4CCCCC4)CC3)o2)cc1	-5	-2
64	CC(C)(C)NC(=O)/C(=C\c1ccco1)NC(=O)c1cccs1	14	-4
65	O=S1(=O)CCC(NS(=O)(=O)c2ccc(-c3ccccn3)s2)C1 (centres undefined)	·	-12
66	COc1ccc(N2C(=O)CCC(C(C)=O)=C2C)cc1	-7	-13
67	COc1cc2c(cc1OC)C(COc1ccc3c(C)cc(=O)oc3c1)N(C(=O)c1ccc([N+](=O)[O-])cc1)CC2 (centres undefined)	8	-7
68	COc1ccc(C(=O)NCCN(C)C)c(OC)c1	-2	-9
69	C=CCn1c(SCc2cc3c(cc2Cl)OCO3)nnc1-c1cccnc1	0	0
70	Cc1ccc(C(=O)NC2CCN(c3ccc(F)cc3)C2=O)s1 (centres undefined)	5	-8
71	CCN1C(=O)c2ccc(C(=O)Nc3c(C)cc(C)cc3C)cc2C1=O	0	2
72	COc1ccc(NC(=O)c2coc(=O)c3ccccc23)cc1Cl	-1	0
73	Cc1sc2ncnc(SCC(=O)c3ccc4c(c3)OCCO4)c2c1C	-14	5
74	O=S(=O)(c1ccccc1)c1nc(-c2cccc(Cl)c2)oc1N1CCOCC1	4	-3
75	COc1cc(OC)c(NC(=O)c2cccc(C)c2)cc1Cl	-7	2
76	Cc1nc(-c2cn(Cc3cccc(F)c3)nn2)no1	0	4
77	COCCNC(=O)c1cc2cc3ccc(OC)cc3nc2s1	2	-5
78	COc1ccc(C)cc1NC(=O)C1CCN(S(=O)(=O)c2ccc(F)cc2)CC1	0	-8
79	O=C(c1cn2c(n1)CCCC2)N1CCN(c2ccccc2Cl)CC1	18	0
80	Cc1ccc(-c2nc(C3CCN(C(=O)c4cccc(Br)c4)CC3)no2)cc1	19	-2

Additional compounds follow.
nr	SMILES	mHTT-CaM PPI inh	Pf apPOL block
81	O=[N+]([O-])c1ccccc1S(=O)(=O)N1CCN(c2ccc(F)cc2)CC1	5	8
82	CC(C)(C)OC(=O)NCC(=O)NNC(=S)NCc1ccccc1	·	-21
83	C=C(c1ccc(OC)cc1)c1ccc(OC)cc1	-2	-5
84	O=S(=O)(NCC1CCCO1)c1ccc(Cl)c2ccccc12 (centres undefined)	-12	·
85	CCc1onc(C)c1C1CCCN1C(=O)c1cc(C(C)C)no1 (centres undefined)	-1	1
86	Cc1ccc(-c2ccc(CN3C(C(C)C)C(=O)N(Cc4cn(CCC5OCCO5)nn4)CCS3(=O)=O)cc2)c(C)c1 (centres undefined)	74*	-3
87	COc1ccc(NC2OC(C)C(O)C(O)C2O)c([N+](=O)[O-])c1 (centres undefined)	1	-5
88	Cn1cnnc1C1CCCCN1S(=O)(=O)c1cccs1 (centres undefined)	-3	5
89	Cc1ccc(C)n1-c1nc(C(=O)N2CCCC2)cs1	33	8
90	CC(C(=O)N1CCOCC1)N1C(=O)C2C3CC(C(Br)C3Br)C2C1=O (centres undefined)	-4	-8
91	CC(C)CC(=O)Nc1ccc2c(c1)CCC(=O)N2CC(C)C	2	-4
92	COc1ccc(CCNC(=O)C2c3ccccc3C(=O)N2Cc2ccccc2Cl)cc1OC (centres undefined)	8	-15
93	CCOCCCNC(=O)c1cnn2c(C(F)(F)F)cc(-c3ccccc3)nc12	-8	-13
94	CC(C)NC(=O)c1ccc(OCC2CCN(C(=O)c3cccc(F)c3)CC2)cc1	9	-1
95	O=C(NCc1ccccc1)c1cc2n(n1)C(C(F)(F)F)CC(c1ccccc1)N2 (centres undefined)	6	-6
96	CN(C)CC(=O)Nc1c2c(nc3c1CCC3)CCCC2	-1	2
97	O=C(NCc1ccc(N2CCCCC2)nc1)c1cc(F)cc(F)c1	12	0
98	C=C(C)COc1ccc(-c2[nH]ncc2Oc2ccccc2OCC)c(O)c1	66*	-2
99	Cc1nc(-c2ccccc2)nc2c1CCCC2	-13	1
100	COc1ccccc1C(=O)N/C(=C/c1ccc2c(c1)OCO2)C(=O)NCc1ccco1	7	0
101	Cc1ccc(NC(=O)c2cc3nc(-c4ccc(Cl)cc4)cc(C)n3n2)cc1C	-8	-2
102	O=C1C(=O)N(CCCN2CCOCC2)C(c2ccco2)C1=C(O)c1ccncc1 (centres undefined)	-5	-7
103	COc1ccc(OC)c(/C=C2/N=C(c3cccc(C)c3)OC2=O)c1	12	-1
104	CCc1ccc(NC(=O)c2cn(CC(C)C)c(=O)c3c2c2ccccc2n3C)cc1	-6	-4
105	O=C(NCc1cccs1)C(=O)Nc1ccccc1F	-6	-3
106	Cc1onc(-c2ccccc2Cl)c1C(=O)Nc1nnc(-c2cccs2)o1	82*	-146
107	Cc1nn(C)cc1C1CC(C(F)(F)F)n2nccc2N1 (centres undefined)	-4	·
108	CCOc1cccc(NC(=O)CC2SC(=N)NC2=O)c1 (centres undefined)	1	-6
109	Cc1cc(S(=O)(=O)c2ccc(Cl)cc2)sc1C(=O)NCC(O)c1ccccc1 (centres undefined)	·	-8
110	CC1=NN(c2ccccc2)C(=O)/C1=C/c1ccc(-c2ccccc2Cl)o1	8	-2
111	CC1CCN(c2ncccc2C(N)=O)CC1	-4	-1
112	Fc1ccccc1-c1nc(-c2cn(-c3ccccc3)nn2)no1	0	-1
113	COc1ccccc1CNc1ccc2c(c1)CCC2	79*	5
114	CCOc1ccccc1NC(=O)N1CCCC1c1c(C)noc1CC (centres undefined)	-1	4
115	COc1ccc(C(=O)Nc2ccc3c(c2)CN(C(=O)C(C)C)CC3)c(OC)c1	4	17
116	Cc1ccc(NS(=O)(=O)c2cccnc2)cc1Cl	-5	-5
117	CCCNC(=O)c1ccc2c(c1)nc(C)n2-c1cccc(Cl)c1	8	4
118	CCOc1ccc(N2C(=O)c3ccccc3NC2c2ccccc2Cl)cc1 (centres undefined)	-9	0
119	CC(=O)Nc1cccc(N=Cc2cc(Cl)ccc2O)c1	-3	i
120	COc1ccc(C2=CSC3=NCCN23)cc1OC	0	1
121	CN(C)NC(=O)Nc1csnc1-c1c(Cl)cccc1Cl	·	-14
122	Cc1cc(C(=O)Nc2c(F)c(F)c(F)c(F)c2F)ccc1[N+](=O)[O-]	4	2
123	CCCC(CCC)C(=O)N1CCc2c(c(C(=O)NCc3ccc4c(c3)OCO4)nn2C)C1	27	-14
124	CCN1/C(=C/c2cccc[n+]2C)C=Cc2ccc(C)cc21	16	-8
125	COc1cccc(COc2ccc3oc(=O)c(-c4ccccc4)c(C)c3c2)c1	-35	-9

An excerpt, so the mix of outcomes need not match the whole.
